PLK1 PBD inh = inhibitors of human PLK1 polo-box domain binding. P53350. Plk1 PBD binding of FITC phosphopeptide, fluorescence polarization. Potency, µM, inactives show max response, negative = inhibition, hits mostly inhibitors. 360,000 compounds, 2.8% hits; note: potency is the fitted concentration of half-maximal effect; series mostly up to about 57 µM; % is set by controls: 0 for no effect and ±100 for the full control effect; nearly all actives have a fitted effect of over 65% in size
EPAC1 antagonist = blocks human EPAC1 exchange factor. O95398. EPAC1 GEF assay, Rap1b-BODIPY-GDP exchange fluorescence. Potency, µM (series often up to 115 µM), inactives show at the top dose activity change, negative = inhibition, most hits filed as inhibitors. 360,000 compounds, 0.14% hits;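 note: potency is the fitted concentration of half-maximal effect; plate controls were vehicle for no effect and positive control for full effect; nearly all actives have a fitted effect of over 50% in size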
FUS suppressor = rescues growth of FUS-expressing yeast. 390,000 compounds, 0.24% hits. Potency, µM (doses to about 76.6 µM), for inactives: at the top dose growth rescue (activation), actives largely listed as activators. AID 1347120. S. cerevisiae FUS-expressing, growth rescue, OD600, 24 h;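 note: potency is the fitted concentration of half-maximal effect; plate controls were DMSO vehicle for no effect and reference control for full effect; nearly all actives have a fitted effect of over 55% in size; some results filed as inactive show a strong effect at the top dose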
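Steps: raffinose overnight preculture; dilution to OD 0.005 in 2% galactose minimal medium; compound addition (concentration series); 24hr at 30C, 99% humidity; absorbance read at 600 nm.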
PI5P4K alpha inh = inhibitors of human PI5P4K alpha. P48426. PI5P4Kalpha enzyme, ADP-Glo luminescence, 60 min; stronger effect = lower value. max response, %. 330,000 compounds, 1.2% hits. AID 652105; active = max response of -50% or lower; inconclusive = between -30% and -50%; inactive = -30% or higher; note: value at the top dose of about 77 µM; % is set by controls: 0 for no effect and ±100 for the full control effect
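ADP-Glo luminescence end-point read after a 60 min room-temperature kinase reaction of PI5P4Kalpha plus substrate, initiated with ATP at 5 microM final. Buffer: 0.038 M HEPES pH 7.4, EGTA, 0.1% CHAPS, 5% DMSO.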
EPAC1 agonist = EPAC1 (human) agonism; O95398; EPAC1 agonist qHTS, biochemical assay; response scale: 100% = response to 6.5 mM cAMP; Potency, µM (series often up to 154 µM), for inactives: at the top dose activation, actives largely listed as activators; 360,000 compounds, 0.073% hits; AID 720707; note: potency is the fitted concentration of half-maximal effect; nearly all actives have a fitted effect of over 60% in size
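Normalized to 6.5 mM cAMP, activity reflects EPAC1-catalysed release of BODIPY-GDP from Rap1B, followed kinetically over 30 min at 480 nm excitation, 540 nm emission. Reaction contained 100 nM EPAC1, 250 nM Rap1B-BODIPY-GDP, 50 uM GDP.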
IL2 activator = activates IL-2 in a cell-based reporter assay; IL-2 activation reporter assay, cell-based qHTS; stimulated with anti-CD3/CD4/CD28 beads; in transgenic mouse T cells; activation, % (series mostly up to about 46 µM); 360,000 compounds, 0.065% hits; AID 652025; in the data active = activation above about 50%; inconclusive = mostly about 30% to 49%; note: 0% is about no effect
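EGFP and DsRed fluorescence is measured by plate cytometry in unstimulated transgenic mouse T cells exposed to compound for 60 minutes, then stimulated 18 hours at 37 degrees C with anti-CD3/anti-CD4 beads plus anti-CD28.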
WRN inhibitor = inhibitors of human WRN helicase; Q14191; WRN helicase unwinding, fluorescent forked duplex, kinetic; Potency, µM (series often up to 114 µM), inactives show top-dose activity change, negative = inhibition, actives largely listed as inhibitors; 360,000 compounds, 0.46% hits; note: potency is the fitted concentration of half-maximal effect; % is set by controls: 0 for no effect and ±100 for the full control effect; nearly all actives have a fitted effect of over 55% in size
Target sequence (Q14191 whole entry, looked up): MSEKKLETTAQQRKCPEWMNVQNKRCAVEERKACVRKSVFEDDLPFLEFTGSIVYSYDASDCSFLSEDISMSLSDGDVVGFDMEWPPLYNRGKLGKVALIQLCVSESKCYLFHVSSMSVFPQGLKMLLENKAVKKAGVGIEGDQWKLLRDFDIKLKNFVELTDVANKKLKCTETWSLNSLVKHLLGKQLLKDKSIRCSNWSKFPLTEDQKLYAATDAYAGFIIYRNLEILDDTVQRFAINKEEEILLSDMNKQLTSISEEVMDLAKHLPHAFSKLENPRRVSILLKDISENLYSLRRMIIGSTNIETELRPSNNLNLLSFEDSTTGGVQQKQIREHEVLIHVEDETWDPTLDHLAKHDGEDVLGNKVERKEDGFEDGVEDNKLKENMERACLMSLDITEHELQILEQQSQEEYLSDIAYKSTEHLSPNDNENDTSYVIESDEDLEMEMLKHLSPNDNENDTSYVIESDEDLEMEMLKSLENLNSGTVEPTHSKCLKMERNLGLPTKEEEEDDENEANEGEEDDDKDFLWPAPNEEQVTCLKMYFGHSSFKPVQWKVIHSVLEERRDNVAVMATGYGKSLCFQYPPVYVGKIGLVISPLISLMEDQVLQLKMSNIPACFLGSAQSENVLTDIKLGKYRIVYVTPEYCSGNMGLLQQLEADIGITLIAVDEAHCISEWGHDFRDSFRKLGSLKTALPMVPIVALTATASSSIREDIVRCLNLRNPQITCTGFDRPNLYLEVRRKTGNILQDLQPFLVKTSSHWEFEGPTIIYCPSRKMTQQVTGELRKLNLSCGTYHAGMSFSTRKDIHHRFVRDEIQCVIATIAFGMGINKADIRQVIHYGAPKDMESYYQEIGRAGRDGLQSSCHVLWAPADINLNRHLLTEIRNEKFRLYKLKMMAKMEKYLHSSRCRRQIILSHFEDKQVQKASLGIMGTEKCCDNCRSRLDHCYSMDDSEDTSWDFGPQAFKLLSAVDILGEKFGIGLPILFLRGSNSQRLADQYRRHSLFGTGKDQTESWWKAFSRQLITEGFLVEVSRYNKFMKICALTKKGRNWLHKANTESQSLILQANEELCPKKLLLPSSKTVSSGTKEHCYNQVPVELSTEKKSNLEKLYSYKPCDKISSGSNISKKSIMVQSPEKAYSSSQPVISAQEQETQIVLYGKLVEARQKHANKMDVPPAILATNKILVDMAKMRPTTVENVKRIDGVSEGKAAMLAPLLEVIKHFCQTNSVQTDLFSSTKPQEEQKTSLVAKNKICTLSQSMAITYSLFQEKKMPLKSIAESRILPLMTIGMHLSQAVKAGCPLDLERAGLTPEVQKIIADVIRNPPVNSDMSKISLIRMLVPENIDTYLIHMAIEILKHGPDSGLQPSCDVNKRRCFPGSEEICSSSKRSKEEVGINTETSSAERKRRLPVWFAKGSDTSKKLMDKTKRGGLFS
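Enzyme (20 nM final) and test compound sit together 15 min at room temperature before substrate addition. Substrate is a single-forked duplex oligonucleotide (100 nM) labelled with fluorophore and quencher, with 2 mM ATP; helicase unwinding raises red fluorescence, read kinetically.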
Abeta yeast res = A-beta toxicity reversal in yeast; Potency, µM (highest dose often 46.1 µM), inactives show at the highest dose growth rescue, actives largely listed as activators; 410,000 compounds, 0.063% hits; yeast expressing A-beta42, growth rescue, OD600, 48 h; response scale: 0% DMSO, 100% iron-clioquinol control; note: potency is the fitted concentration of half-maximal effect; nearly all actives have a fitted effect of over 55% in size
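Yeast A-beta toxicity model in growth medium with pinned compounds, 48 h at 30 C; growth read as absorbance at 600 nm. Normalized to FeCl3/clioquinol equimolar mix (positive) and DMSO (negative).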
Starred values were filed as active, the others as inactive; ? = inconclusive; / = no result given; & = joins results of further samples; [ ] = remark or other dose. Unless noted, calls come from the whole dose curve; as a rule, active = well fitted curve in the direction sought with a large enough effect; inconclusive = small, poorly fitted or top-dose-only effect, or another doubt; inactive = no such curve, though single readings can be large; an effect the other way counts as inactive or inconclusive.

[1] Cc1ccc(NC(=O)CCc2c(C)nn(-c3ccc(N4CCOCC4)nn3)c2C)cc1F
[2] N#C/C(=N\Nc1ccc(S(=O)(=O)N2CCc3ccccc32)cc1)C(N)=S
[3] COc1cccc(NC(=O)CN(C)C(=O)c2cc3c(s2)CCC3)c1
[4] Cc1sc(NC(=O)c2ccco2)c(C(c2ccc(F)cc2)N2CCN(C)CC2)c1C (stereo unspecified)
[5] CC(=O)c1ccc(S(=O)(=O)N(C)CC(=O)NCC2CCCCC2)cc1
[6] COc1ccc(NC(=S)Nc2ccc(N)c([N+](=O)[O-])c2)cc1
[7] O=c1[nH]c(SCc2ccc(Cl)cc2)nc2[nH]ncc12
[8] COc1ccccc1N(C)c1cc2c(c3c1ccn3C)C1CCC2C1 (stereo unspecified)

entry no.	1	2	3	4	5	6	7	8
PLK1 PBD inh	-6%	27µM*	-27%	-5%	-5%	?	-15%	-2%
EPAC1 antagonist	-4%	?	?	-4%	41%[activator]	-6%	-3%	-11%
FUS suppressor	36%&42%	19%	/	2%	22%	24%	-5%	18%
PI5P4K alpha inh	0	-62*	-71*	4	3	-20	-24	4
EPAC1 agonist	0%	14%	0%	6%	4%	-10%	5%	3%
IL2 activator	3.3	0.9	-0.2	-3.7	0.4	2.4	0.2	1.0
WRN inhibitor	2%	?	?	-8%	-4%	2%	-6%	-6%
Abeta yeast res	-3%&-14%	-20%	9%	17%	-1%	9%	-8%	?

[9] Cc1ccc(-c2noc(CCC(=O)NCc3ccccc3CN3CCOCC3)n2)cc1
[10] CC(O)c1cccc(N=Cc2ccc3ccccc3c2O)c1 (stereo unspecified)
[11] Cc1ccc[n+](-c2[nH]c(=O)sc2/C=N/N=C(\[O-])CCn2c3ccccc3c3ccccc32)c1
[12] Cc1ccc(NC(=O)CSc2nnc(NC(=O)c3ccco3)s2)cc1
[13] Cc1ccc(S(=O)(=O)NCCCn2ccnc2)cc1C(=O)NC(C)C
[14] CC(C)(C)C(=O)COC(=O)c1cc(S(=O)(=O)N2CCCCC2)ccc1N1CCOCC1
[15] CCOc1ccc2[nH]c(=O)c(CN(Cc3cccs3)Cc3nnnn3C(C)(C)CC)cc2c1
[16] OCCCN=C1CCCc2c1[nH]c1ccc(Cl)cc21

entry no.	9	10	11	12	13	14	15	16
PLK1 PBD inh	4%	?	-7%	?	-2%	-2%	-6%	-11%
EPAC1 antagonist	5%	-20%	-19%	-19%	3%	0%	-8%	15%
FUS suppressor	-16%	-18%	20%	7%	3%	-10%	32%	11%
PI5P4K alpha inh	4	1	-3	-18	-14	-2	/	0
EPAC1 agonist	-4%	3%	-7%	-17%	-6%	2%	18%	3%
IL2 activator	0.3	-0.8	-1.4	0.2	-0.2	-3.0	1.9	-1.4
WRN inhibitor	-4%	-8%	-1%	-6%	7%	-8%	-15%	1%
Abeta yeast res	-14%	2%	9%	-17%	-11%	11%	-11%	-5%

[17] CSCCC(NS(=O)(=O)c1ccc(Cl)cc1)C(=O)OCC(=O)NC1CC1 (stereo unspecified)
[18] CCn1c2ccccc2c2cc(C3C(C#N)=C(N)Oc4n[nH]c(COC)c43)ccc21 (stereo unspecified)
[19] C/C(N)=C(/C#N)C(=O)COC(=O)c1ccccc1Oc1ccccc1
[20] CC(=O)c1ccccc1NC(=O)COC(=O)c1cc(C)oc1C
[21] COc1ccc(C2CC(=O)c3ccccc3O2)cc1 (stereo unspecified)
[22] CCCOc1ccc(C(=O)Nn2c(C)nc3ccccc3c2=O)cc1
[23] COc1ccc(-c2nc(CS(=O)CC(=O)NCc3ccc(C)cc3)c(C)o2)cc1OC (stereo unspecified)
[24] COc1ccc(-c2cc(C#N)nc(Oc3ccc(Cl)cc3)n2)cc1

entry no.	17	18	19	20	21	22	23	24
PLK1 PBD inh	-5%	6µM*	27µM*	-5%	?	-11%	-17%	-8%
EPAC1 antagonist	-2%	-7%	-4%	-4%	5%	7%	-3%	-4%
FUS suppressor	16%	42%	13%	13%	-9%	16%	42%	/
PI5P4K alpha inh	4	/	-4	1	-8	/	0	-2
EPAC1 agonist	1%	8%	7%	-7%	2%	5%	6%	10%
IL2 activator	1.1	-1.7	0.3	2.7	-2.7	0.5	-2.6	-2.3
WRN inhibitor	-7%	-11%	1%	3%	-3%	-22%	3%	-25%
Abeta yeast res	0%	-1%	32%	-5%	-8%	-10%	-28%	8%

[25] CC1CN(CCC(=O)Nc2ccc3c(c2)CCC3)CC(C)O1 (stereo unspecified)
[26] CCCNC(=O)COC(=O)/C=C/c1ccco1
[27] COCCCN1C(=O)C(=O)/C(=C(/O)c2ccccc2)C1c1ccc2c(c1)OCO2 (stereo unspecified)
[28] Cc1c(C(C)CCCO)oc(=O)c2c1Oc1c(C)c(C(C)C[C@H](C)O)oc(=O)c1C2 (stereo partly specified)
[29] CC1CCN(C(=O)COc2ncnc3ccccc23)CC1
[30] COc1ccc(Cc2nnc(SCC(=O)Nc3ccc(C)c(C)c3)o2)cc1OC
[31] Cn1nc(C(F)(F)F)c(/C=N/OC(=O)c2ccc(Cl)cc2)c1Cl
[32] Cc1cccc(NC(=S)/N=C(\N)Nc2nc(C)c3cc(C)ccc3n2)c1

entry no.	25	26	27	28	29	30	31	32
PLK1 PBD inh	2%	-9%	-5%	-18%	-3%	-5%	0%	-7%
EPAC1 antagonist	1%	-19%	1%	-4%	2%	-1%	2%	-1%
FUS suppressor	-11%	/	-6%	6%	-11%	23%	2%	/
PI5P4K alpha inh	/	-5	/	-5	3	-9	/	3
EPAC1 agonist	-2%	10%	4%	1%	-4%	-6%	2%	6%
IL2 activator	2.9	0.1	-2.3	-0.3	-3.6	-0.1	2.6	-2.6
WRN inhibitor	-2%[57.1 µM]	-4%	2%	2%	-26%	-3%	-3%	23%
Abeta yeast res	11%	6%	14%	-5%	3%	-14%	1%	3%

[33] O=C(COC(=O)C1CCN(c2ccc(C(F)(F)F)cn2)CC1)Nc1ncc(Cl)cc1Cl
[34] CC(C)OCC(O)CS(=O)Cc1ccccc1 (stereo unspecified)
[35] O=C(COc1ccccc1Cl)NCCCNC(=O)c1cccnc1
[36] COc1cc(/C=C2\S/C(=N/S(=O)(=O)Cc3ccccc3)NC2=O)c([N+](=O)[O-])cc1OC
[37] COc1ccc(CNC(=O)CN(C)Cc2ccc(C(C)(C)C)cc2)cc1
[38] CN(C)c1ccc(/C=N/NC(=O)C[n+]2ccccc2)cc1
[39] CNc1nc2ccccc2n1/N=C/c1cccc(OC)c1OC
[40] Cc1[nH]n(-c2cccc(Cl)c2)c(=O)c1-c1ccc(Cl)cc1

entry no.	33	34	35	36	37	38	39	40
PLK1 PBD inh	0%	-5%	-7%	-17%	3%	-4%	0%	?
EPAC1 antagonist	-20%	1%	-2%	-16%	-26%	1%	11%	-9%
FUS suppressor	/	-10%	8%	1%	24%	8%	6%	14%
PI5P4K alpha inh	1	/	-1	-16	-6	-1	/	2
EPAC1 agonist	13%	-1%	1%	-5%	-9%	3%	-3%	3%
IL2 activator	-3.3	0.7	-0.4	-0.6	-3.1	-0.1	-2.3	0.4
WRN inhibitor	-28%	2%	-2%	-12%[11.6 µM]	?	-2%	-8%	-7%
Abeta yeast res	-4%	-5%	-6%	7%	-19%	2%	-1%	-21%

The closing 4 entries of the section above lead into the next:
[37] COc1ccc(CNC(=O)CN(C)Cc2ccc(C(C)(C)C)cc2)cc1
[38] CN(C)c1ccc(/C=N/NC(=O)C[n+]2ccccc2)cc1
[39] CNc1nc2ccccc2n1/N=C/c1cccc(OC)c1OC
[40] Cc1[nH]n(-c2cccc(Cl)c2)c(=O)c1-c1ccc(Cl)cc1
[41] CC(C)(C)OC(=O)CNC(=O)c1[nH]cnc1C(=O)NC(c1ccccc1)c1ccccc1
[42] CCc1nc(NCCc2ccccn2)c2nnn(Cc3ccccc3F)c2n1
[43] COc1ccc(C(=O)N2CCn3c(C)ccc3C2C)cc1 (stereo unspecified)
[44] OC[C@H]1OC(O)[C@@H](O)[C@@H](O)[C@@H]1O (stereo partly specified)
[45] COc1ccccc1C1=NOC(COC(=O)c2ccc3ccccc3n2)C1 (stereo unspecified)
[46] Cc1cc(/C=C2/SC(=O)N(CC(=O)N3CCCC3)C2=O)ccc1N1CCOCC1
[47] Cc1ccc(Cn2c(=N)n(CC(=O)c3ccc([N+](=O)[O-])cc3)c3ccccc32)cc1
[48] CCOC(=O)Cn1cc(C#N)c2cccc(CC)c21

entry no.	37	38	39	40	41	42	43	44	45	46	47	48
PLK1 PBD inh	3%	-4%	0%	?	-11%	?	-6%	3%	-2%	11%	-7%	-12%
EPAC1 antagonist	-26%	1%	11%	-9%	-29%	4%	-2%	-25%	12%	-30%	5%	-3%
FUS suppressor	24%	8%	6%	14%	?	-1%	17%	-28%	6%	2%	/	-3%
PI5P4K alpha inh	-6	-1	/	2	-2	2	-3	5	/	0	-10	5
EPAC1 agonist	-9%	3%	-3%	3%	-12%	1%	10%	-15%	1%	3%	12%	-9%
IL2 activator	-3.1	-0.1	-2.3	0.4	-5.0	-0.2	-1.8	-0.4	-0.9	?	-1.5	-0.7
WRN inhibitor	?	-2%	-8%	-7%	-7%	-1%	-1%	6%	1%	10%	-4%	-1%
Abeta yeast res	-19%	2%	-1%	-21%	-12%	-41%[inhibitor]	-28%	-10%	-8%	1%	-9%	7%

[49] Cc1cnc(C)c(N2CCN(C(=O)C3CCC(=O)N(CCc4cccc(F)c4)C3)CC2)n1 (stereo unspecified)
[50] CC1(C(=O)Nc2ccc(Cl)c(Cl)c2)CCN1C(=O)Cc1ccc(-c2ccccc2)cc1 (stereo unspecified)
[51] CCN1CCN(C(=O)C2CCC(CNS(=O)(=O)c3ccccc3)CC2)CC1 (stereo unspecified)
[52] Cn1c(C(=O)NCCN2CCN(c3ccccc3F)CC2)cc2c(=O)n(C)c3ccccc3c21
[53] COCCN(Cc1cc2cc3c(cc2nc1Cl)OCO3)C(=O)c1ccc(C)cc1

entry no.	49	50	51	52	53
PLK1 PBD inh	1%	6%	-4%	-8%	-6%
EPAC1 antagonist	-5%	-13%	4%	-18%	-23%
FUS suppressor	/	18%	5%	-9%	22%
PI5P4K alpha inh	-1	49	/	-12	0
EPAC1 agonist	6%	-7%	6%	1%	0%
IL2 activator	-2.2	0.2	-0.6	-1.3	-5.0
WRN inhibitor	-24%	-7%	0%	-2%	-1%
Abeta yeast res	-1%	17%	-12%	-17%	0%

Assay outcomes as filed in PubChem BioAssay.
